Screening results (PubChem BioAssay)
CR mimetic SO: lowers age-related superoxide in aged yeast cells; AID 2690; hit rate 0.18% among 330,000; superoxide response (% of plate mean), % at 10 µM; S. cerevisiae aged cells, superoxide DHE fluorescence; active compounds read low;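 active = superoxide response under a set limit, about three screen SD below normal, cut at about 65% in these data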;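 also: yeast aged for seven days with compound at 30 °C before DHE staining; 100% = average MFI of all compound-treated wells on the plate with controls excluded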
EBNA-1 inh: blocks EBNA-1 binding to DNA. EBNA-1 DNA binding, fluorescence polarization. inhibition, % at 14.8 µM. hit rate 0.34% among 300,000. AID 1950; in the data active = inhibition above about 28%
Efflux pump mplx: antifungal efflux pump inhibition, Nile Red retention. S. cerevisiae Candida pump triplex. inhibition, % at 10 µM. hit rate 0.44% among 330,000;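 active = plate passing quality check with inhibition over a set limit, or well fluorescence over plate mean plus 4 SD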;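 also: Nile Red retained in pooled yeast measured as flow cytometry median fluorescence; 0% = buffer negative control and 100% = Enniatin B positive control; higher means more Nile Red kept so more efflux inhibition; some compounds called inactive have numbers as strong as hits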
MEX-5 binding: C. elegans MEX-5 TCR-2 RNA binding activity. MEX-5/FITC-TCR2 RNA binding, fluorescence polarization; active compounds read low. activity score (negative = inhibition of binding), % at 10 µM. hit rate 0.38% among 300,000. AID 1832;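 active = inhibition past about -25% in most replicates, and total fluorescence under double the plate's negative control median, limit read from the data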;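 also: 0% = DMSO and -100% = 5 µM competing unlabeled TCR2 RNA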
Target sequence (Q9XUB2 whole entry, looked up): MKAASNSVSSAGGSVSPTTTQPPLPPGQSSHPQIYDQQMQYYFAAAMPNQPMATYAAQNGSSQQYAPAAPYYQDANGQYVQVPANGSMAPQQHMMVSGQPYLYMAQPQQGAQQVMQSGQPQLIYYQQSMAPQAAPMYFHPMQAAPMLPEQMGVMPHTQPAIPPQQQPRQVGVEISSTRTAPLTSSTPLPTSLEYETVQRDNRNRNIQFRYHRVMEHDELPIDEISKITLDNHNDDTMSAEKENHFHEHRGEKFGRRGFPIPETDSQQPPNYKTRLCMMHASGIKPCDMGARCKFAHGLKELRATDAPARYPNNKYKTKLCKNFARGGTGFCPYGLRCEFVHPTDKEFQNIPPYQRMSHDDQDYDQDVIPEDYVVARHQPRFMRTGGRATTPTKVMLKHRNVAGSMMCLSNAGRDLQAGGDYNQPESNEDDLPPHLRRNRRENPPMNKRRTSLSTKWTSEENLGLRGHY
Fam108B counter: blocks mouse Fam108B hydrolase in RBBP9 counter-screen. recombinant Fam108B, FP-Rh probe fluorescence polarization. inhibition, % at 9.51 µM. hit rate 0.33% among 300,000;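 active = inhibition above the screen mean inhibition plus 3 SD, computed separately per campaign, cut at about 18% in these data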;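 also: inhibitors lower polarization as less probe binds the enzyme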
Bcl-xL primary: Bcl-xL (human) inhibition; Q07817; GST-Bcl-xL / FITC-Bim BH3 peptide fluorescence polarization; inhibition, % at 10.9 µM; hit rate 0.7% among 320,000;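 active = inhibition above the mean of all tested compounds plus 3 SD, cutoff set per campaign, cut at about 30% in these data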;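 also: 0% = DMSO wells and 100% = unlabeled Bim-BH3 peptide competitor; inhibitors lower millipolarization by displacing the labeled peptide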
Target sequence (Q07817 whole entry, looked up): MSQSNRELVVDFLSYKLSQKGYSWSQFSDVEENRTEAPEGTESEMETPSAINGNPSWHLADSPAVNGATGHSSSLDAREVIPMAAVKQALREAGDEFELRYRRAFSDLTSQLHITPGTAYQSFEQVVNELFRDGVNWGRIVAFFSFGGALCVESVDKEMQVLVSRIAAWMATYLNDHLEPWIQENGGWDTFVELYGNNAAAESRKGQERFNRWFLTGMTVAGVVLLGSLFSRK
GLD-1 RNA inh: GLD-1-TGE RNA interaction inhibition (C. elegans) | hit rate 0.44% among 320,000 | purified GLD-1 + fluorescein TGE RNA, fluorescence polarization | Q17339 | AID 2280 | inhibition, % at 5.96 µM;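 active = percent inhibition above a per-plate cutoff, the plate mean of test compounds plus 3 SD, cut at about 30% in these data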;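 also: 0% = DMSO wells with GLD-1 and probe and 100% = wells lacking GLD-1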
ZTA DNA inh: blocks Epstein-Barr virus ZTA, an EBNA-1 counter-screen | inhibition, % at 11 µM | hit rate 0.15% among 320,000 | ZTA-DNA binding, fluorescence polarization | P03206; in the data active = inhibition above about 33%
MCL1 BIM primary: inhibitors of human MCL1 binding to BIM-BH3 peptide | Q07820 | GST-MCL1 / FITC-Bim-BH3 fluorescence polarization | inhibition, % at 10.9 µM | hit rate 0.68% among 320,000;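 active = inhibition above the mean inhibition of all tested compounds plus 3 SD, set per campaign, cut at about 40% in these data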;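 also: 0% = DMSO wells and 100% = unlabeled Bim-BH3 peptide control; higher means more loss of mP so more displacement of Bim peptide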
Target sequence (Q07820 whole entry, looked up): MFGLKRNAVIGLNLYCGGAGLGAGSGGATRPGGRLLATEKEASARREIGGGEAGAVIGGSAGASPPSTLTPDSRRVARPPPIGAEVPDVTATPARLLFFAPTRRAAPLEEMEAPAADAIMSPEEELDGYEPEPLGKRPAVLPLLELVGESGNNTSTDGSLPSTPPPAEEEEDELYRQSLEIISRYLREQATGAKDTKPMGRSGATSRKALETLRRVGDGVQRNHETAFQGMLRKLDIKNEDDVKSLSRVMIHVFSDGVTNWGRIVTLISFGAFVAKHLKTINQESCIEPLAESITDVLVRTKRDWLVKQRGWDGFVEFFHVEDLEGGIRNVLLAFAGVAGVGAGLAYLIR
* marks the source's active call; other numbers are inactive results; . = no result given.

Molecule	Bcl-xL primary	ZTA DNA inh	EBNA-1 inh	CR mimetic SO	MCL1 BIM primary	Efflux pump mplx	MEX-5 binding	Fam108B counter	GLD-1 RNA inh
CCOC(=O)C1CCN(C(=O)Nc2ccccc2Cl)CC1	2	2	4	102	5	-0.3	-1.4	-3	5
Cc1nnc(NC(=O)NC(C)N2C(=O)C3C4C=CC(C4)C3C2=O)s1 (stereo not drawn)	0	16	3	110	6	0.0	-0.8	0	-1
CCCCn1c(N)c(NCc2ccccc2OC)c(=O)[nH]c1=O	15	-13	-2	100	17	-0.4	3.1	0	21
COc1ccc(C)cc1NC(=O)CNc1ccc(C(C)=O)cc1	0	-2	4	78	2	-0.2	-0.1	4	-2
COc1ccc(C(=O)c2ncc(C(F)(F)F)cc2Cl)cc1	4	3	3	93	1	0.0	0.0	0	-1
CC1CN(C(=O)/C=C/c2ccccc2Cl)CC(C)O1 (stereo not drawn)	5	5	3	87	6	-0.1	-1.3	4	10
CC(C)CC(=O)Nc1sc2c(c1C(=O)O)CCCCC2	7	0	2	97	5	0.0	1.0	4	0
CC(C)c1ccc(Oc2cccc(C(=O)/C(C#N)=C/N(C)C)c2)cc1	1	1	-2	104	-6	0.0	1.7	-3	5
Cc1cc(NC(=O)c2ccco2)no1	2	-4	7	88	6	0.0	0.3	2	3
CC(C)NC(=O)c1sc(=S)n2c1[nH]c(=O)c1ccc(C(=O)NCCc3ccc(Cl)cc3)cc12	1	-8	0	121	9	-0.3	0.5	1	0
COc1cccc(/C=N/Nc2ncnc3scc(-c4ccccc4)c23)c1OC	2	17	15	117	5	-0.3	1.0	4	-1
COc1ccc(NS(=O)(=O)c2cccc(NC(=O)c3cnccn3)c2)cc1Br	-3	-12	-3	96	-2	-0.1	-2.6	-4	7
COc1ccc(CCNC(=O)c2cc(=O)n(C)c(=O)n2C)cc1OC	0	-9	11	92	-4	0.1	-0.4	1	-6
CN(C)S(=O)(=O)c1cccc(-c2nnc(-c3ccccc3)o2)c1	-3	8	-4	89	-3	0.2	1.0	-2	3
COC(=O)[C@H](CCSC)NC(=O)N1CCN(c2cccc(C(F)(F)F)c2)CC1	1	-5	7	114	-1	2.8	2.2	4	4
CCN(CC)CCCNC(=O)c1nn(-c2cccc(OC)c2)c(=O)c2ccccc12	2	1	7	73	-2	0.1	-0.6	-7	4
N#CNC(=Nc1cccc(Cl)c1)Oc1ccccc1	5	8	-18	105	3	0.1	-3.1	-3	4
Cc1ccc(SCC(=O)N2c3ccccc3Sc3ccccc32)cc1	7	19	0	105	2	-0.1	1.3	-1	4
CCN(CC)S(=O)(=O)c1cc(NC(=O)C(C)OC(=O)c2[nH]c(C)c(C(C)=O)c2C)ccc1C (stereo not drawn)	5	-8	9	108	4	-0.2	-0.4	-4	0
CC(=O)C(C)Oc1ccc(Cc2ncc(C(F)(F)F)cc2Cl)cc1 (stereo not drawn)	5	4	-14	86	4	0.3	-2.6	-5	-9

Part of the list above with just ZTA DNA inh, Bcl-xL primary and Fam108B counter.
smiles	ZTA DNA inh	Bcl-xL primary	Fam108B counter
Cc1cc(NC(=O)c2ccco2)no1	-4	2	2
CC(C)NC(=O)c1sc(=S)n2c1[nH]c(=O)c1ccc(C(=O)NCCc3ccc(Cl)cc3)cc12	-8	1	1

Going on with the list:
Molecule	Bcl-xL primary	ZTA DNA inh	EBNA-1 inh	CR mimetic SO	MCL1 BIM primary	Efflux pump mplx	MEX-5 binding	Fam108B counter	GLD-1 RNA inh
Cc1ccc(OCC(=O)NN2C(=O)c3ccccc3C2=O)c(C)c1	-2	0	1	104	2	0.0	0.5	0	1
O=C(O)CSCC(=O)Nc1ccccn1	1	2	-3	100	0	-0.1	-1.1	2	3
O=S(=O)(Cc1cc(-c2ccccc2)no1)c1ccccc1	4	1	-5	96	2	0.0	-0.8	3	3
COc1cccc(-c2noc(Cn3nc(C)c([N+](=O)[O-])c3C)n2)c1	0	13	9	99	-4	0.0	1.9	0	4
COc1ccc(C(NC(=O)/C=C/c2ccco2)c2ccc(OC)cc2)cc1	4	3	4	110	-3	-0.2	-0.6	-2	-3
Cc1ccc(NC(=O)CN(C)C(=O)/C=C/c2cccc(F)c2)cc1	6	6	-14	100	5	-0.1	-0.3	0	4
CCn1c(-c2cccnc2Cl)nc2cc(Cl)c(Cl)cc21	-1	2	6	84	1	-0.2	1.0	3	-12
Cc1ccccc1SCC(=O)Nc1ccc(N2CCOCC2)cc1	2	1	6	87	9	0.1	-3.4	6	-3
Cc1ccc(NC(=O)CN2C(=O)S/C(=C\c3cccn3-c3cccc(C(=O)O)c3)C2=O)cc1C	7	9	8	95	8	-0.1	-6.2	-2	-1
COc1ccc(CCNC(=O)CCN2C(=O)COc3ccccc32)cc1OC	3	-17	1	87	-3	0.0	2.7	0	6

Record cards (already shown). Values in the order: Bcl-xL primary, ZTA DNA inh, EBNA-1 inh, CR mimetic SO, MCL1 BIM primary, Efflux pump mplx, MEX-5 binding, Fam108B counter, GLD-1 RNA inh
Cc1ccccc1SCC(=O)Nc1ccc(N2CCOCC2)cc1 across the screens: 2, 1, 6, 87, 9, 0.1, -3.4, 6, -3
CCn1c(-c2cccnc2Cl)nc2cc(Cl)c(Cl)cc21 across the screens: -1, 2, 6, 84, 1, -0.2, 1.0, 3, -12
Cc1ccc(OCC(=O)NN2C(=O)c3ccccc3C2=O)c(C)c1 across the screens: -2, 0, 1, 104, 2, 0.0, 0.5, 0, 1
COc1ccc(CCNC(=O)CCN2C(=O)COc3ccccc32)cc1OC across the screens: 3, -17, 1, 87, -3, 0.0, 2.7, 0, 6
O=C(O)CSCC(=O)Nc1ccccn1 across the screens: 1, 2, -3, 100, 0, -0.1, -1.1, 2, 3

(listing goes on)
Molecule	Bcl-xL primary	ZTA DNA inh	EBNA-1 inh	CR mimetic SO	MCL1 BIM primary	Efflux pump mplx	MEX-5 binding	Fam108B counter	GLD-1 RNA inh
O=C(COc1ccc(C(=O)c2ccc(F)cc2)cc1)NCc1ccc(F)cc1	7	-2	-3	96	0	0.1	0.2	3	8
COC(=O)c1ccc(/C=N\N2CCN(Cc3ccc(C)cc3)CC2)cc1	2	-3	6	112	4	0.6	0.7	6	1
Cc1ccccc1NC(=O)Cc1nc(COC(=O)CCC(=O)c2ccccc2)cs1	-3	-11	.	82	-8	0.0	.	.	6
CC(C)(C)NC(=O)C(c1ccc(Cl)cc1)N(CCO)C(=O)c1snc(C(N)=O)c1N (stereo not drawn)	1	0	-10	100	4	0.1	-0.6	1	1
Cc1nonc1NC(=O)CSc1nc2cc(Cl)ccc2c2c1CCCC2	-1	14	12	91	1	-0.1	-1.5	-3	-2
C=C(C)CNC(=S)N/N=C/c1ccc(NC(C)=O)cc1	3	-10	-6	112	2	-0.1	-1.1	-3	-5
O=C(CN1CCN(S(=O)(=O)c2ccc(F)c(Cl)c2)CC1)N1CCc2ccccc21	1	-11	.	87	3	0.0	.	.	-1
O=C(Nc1ccc(CN2CCOCC2)cc1)c1ccc2ccccc2c1	-1	-2	-5	118	0	0.3	0.1	-4	3
COc1ccc(C(=O)COC(=O)CN2CC(=O)Oc3ccccc32)cc1Br	6	-13	10	97	2	-0.2	.	4	2
OCCCn1c(C2CCCN2c2nc(-c3ccc(F)cc3)cs2)nc2cc(C(F)(F)F)ccc21 (stereo not drawn)	1	-3	9	92	3	-0.1	2.3	3	2
COc1cc(NS(=O)(=O)c2ccc(NC(=S)NC(=O)COc3ccccc3OC)cc2)nc(OC)n1	9	-9	3	102	3	0.1	-4.4	-3	2
COc1cccc(OC)c1C(=O)NNC(=O)c1ccccc1-n1cccc1	7	-11	3	103	9	0.1	-0.2	1	2
O=C(Nc1ccccc1N1CCOCC1)c1cc(Cl)c2c(c1)OCO2	-5	-4	.	98	4	0.4	.	.	3
COc1ccc(Cl)cc1N/C(N)=N/c1nc(C)cc(C)n1	4	5	5	93	-2	0.0	-1.4	0	3
Cc1c(Cl)cccc1NC(=S)NCC(C)C	5	-6	1	78	23	-0.1	3.2	0	2
Cc1nc2ccc(NC(=O)NC(=O)c3c(Cl)cccc3Cl)cc2o1	43*	-1	-4	97	4	0.1	1.0	0	2
CCOC(=O)[C@H]1[C@H]2COc3ccc(Cl)cc3[C@@H]2N2C(=O)CN(CC3CCCO3)C(=O)[C@@]12C (stereo partly drawn)	1	-5	.	103	6	-0.3	.	.	-3
OC(CCN1CCC2(CC1)OCCO2)C(F)(F)F (stereo not drawn)	5	-9	5	105	9	0.0	-0.7	7	3
Cc1cc(C(=O)N2CCCC(C(=O)c3cc(F)ccc3F)C2)c(C)o1 (stereo not drawn)	5	7	-5	102	0	0.1	-1.3	1	-1
CCN(CC)S(=O)(=O)c1ccc2[nH]cc(C(=O)NCCc3ccc(OC)c(OC)c3)c(=O)c2c1	1	-1	-4	105	2	0.0	0.6	-2	-2

Some of these compounds in order of the MEX-5 binding value, high to low:
compound | Bcl-xL primary | EBNA-1 inh | MCL1 BIM primary | Efflux pump mplx | MEX-5 binding | GLD-1 RNA inh
Cc1nc2ccc(NC(=O)NC(=O)c3c(Cl)cccc3Cl)cc2o1 | 43* | -4 | 4 | 0.1 | 1.0 | 2
CCN(CC)S(=O)(=O)c1ccc2[nH]cc(C(=O)NCCc3ccc(OC)c(OC)c3)c(=O)c2c1 | 1 | -4 | 2 | 0.0 | 0.6 | -2
OC(CCN1CCC2(CC1)OCCO2)C(F)(F)F (stereo not drawn) | 5 | 5 | 9 | 0.0 | -0.7 | 3

Further records:
Molecule	Bcl-xL primary	ZTA DNA inh	EBNA-1 inh	CR mimetic SO	MCL1 BIM primary	Efflux pump mplx	MEX-5 binding	Fam108B counter	GLD-1 RNA inh
CC(OC(=O)c1nccnc1N)C(=O)Nc1ccc(S(=O)(=O)N2CCCC2)cc1 (stereo not drawn)	-4	-4	-9	99	-11	0.0	-0.2	-3	1
N#Cc1ccc(OCC(=O)N2CCN(S(=O)(=O)c3cccc(Cl)c3)CC2)cc1	2	4	.	117	4	-0.2	.	.	12
Cc1nnc(C)n1/N=C/c1ccc(C(=O)O)cc1	0	10	1	94	3	0.1	1.6	1	-3
COc1cc(C(=O)CSc2nnc(-c3ccc(O)cc3)n2CC2CCCO2)ccc1NC(C)=O (stereo not drawn)	-5	4	8	74	-1	0.0	-0.8	-5	-3
O=C(Nc1cccc(-c2cc3ccccc3oc2=O)c1)c1ccc(Br)o1	7	-1	0	106	7	-0.2	-0.2	-16	-3
CCn1nnc2c(=O)oc3ccccc3c21	11	8	-3	100	2	-0.1	0.7	3	-2
CC1C=CC(C)C(C(=O)O)C1C(=O)O (stereo not drawn)	1	-2	-1	107	2	0.2	1.5	-2	9
Cc1ccc2nc(-c3ccc(NC(=O)Cc4cccs4)cc3)[nH]c2c1	1	6	-3	97	1	0.1	-1.8	-6	-1
CN(C)N1C(N)=C(C#N)C(c2cccnc2)C2=C1CCCC2=O (stereo not drawn)	6	-4	7	99	6	0.0	1.2	-1	1
O=C(Nc1nccs1)c1ccc(-c2ccc([N+](=O)[O-])cc2)o1	-8	1	3	93	-22	-0.1	-43*	-14	1
O=C(NCc1ccccc1)Nc1cccn(Cc2ccc(Cl)cc2)c1=O	5	11	-1	90	-2	0.3	-2.3	3	0

Among those listed so far, these have bromine.
Molecule	Bcl-xL primary	ZTA DNA inh	EBNA-1 inh	CR mimetic SO	MCL1 BIM primary	Efflux pump mplx	MEX-5 binding	Fam108B counter	GLD-1 RNA inh
COc1ccc(NS(=O)(=O)c2cccc(NC(=O)c3cnccn3)c2)cc1Br	-3	-12	-3	96	-2	-0.1	-2.6	-4	7
COc1ccc(C(=O)COC(=O)CN2CC(=O)Oc3ccccc32)cc1Br	6	-13	10	97	2	-0.2	.	4	2
O=C(Nc1cccc(-c2cc3ccccc3oc2=O)c1)c1ccc(Br)o1	7	-1	0	106	7	-0.2	-0.2	-16	-3
